High-throughput results as filed in PubChem.
PLAP inhibition: inhibition of human placental alkaline phosphatase – biochemical, luminescence, HTS (AID 690); purified PLAP, luminescent substrate; higher % means a stronger effect; inhibition, % at 20 µM; hits with a dose series show IC50 in µM; actives 0.08% (n = 96,000); in the data active = a potency from the dose series; inactive = the rest, 99 in 100 with inhibition below about 30%; also: strong numbers were not always called active
Bcl-B TR3 displacers: displacers of TR3 peptide from Bcl-B, primary screen, selectivity assay for Bfl-1 inhibitor project, biochemical, fluorescence polarization | FP displacement of FITC-TR3 peptide from Bcl-B; higher % means a stronger effect | one-dose displacement, % at 20 µM; IC50 in µM for titrated hits | actives 0.11% (n = 96,000) | AID 748;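 active = displacement above 50% at 20 µM plus a fluorescence interference ratio under 1.5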;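 also: plate controls were wells without compound for no effect and wells lacking Bcl-B protein for full effect; a part of the inactive calls stands beside numbers as strong as those of hits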
IL1B NFkB pot: enhances IL-1B driven NFkB nuclear translocation; HUVEC IL-1B NFkB p65 nuclear translocation imaging; actives 0.3% (n = 94,000); AID 819; activation, % at 2 µM;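 active = activation above 40%, about the mean plus 3 SD, also judged a hit on visual image review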;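 also: percent activation is computed from the nuclear over cytoplasmic p65 intensity ratio; values of inactives mirror those of a sister screen read the other way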
NFkB transloc inh: blocks IL-1B driven NFkB nuclear translocation in HUVEC cells. HUVEC IL-1B NFkB p65 nuclear translocation imaging. inhibition, % at 2 µM. actives 0.43% (n = 94,000);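 active = inhibition above about 30% together with a positive call from visual inspection of the well image, limit read from the data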;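 also: nuclear over cytoplasmic p65 intensity ratio measured by imaging; 0% = IL-1B stimulated DMSO wells and 100% = unstimulated DMSO wells; values of inactives mirror those of a sister screen read the other way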
MRP resist rev: reverses drug resistance mediated by MRP; H69AR cells + 2 uM doxorubicin, CellTiter-Glo, 72 h; differential viability (reversal), % at 10 µM; actives 0.04% (n = 85,000); AID 602;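 active = viability drop by adding the cancer drug above about 55%, with treated viability meeting a 40% cutoff, limit read from the data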;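 also: viability without doxorubicin minus viability with 2 µM doxorubicin for each compound; larger differential means the compound sensitizes cells more to doxorubicin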
MRP resist rev cytotoxicity: recorded beside MRP resist rev, whose call it bears; viability, %; H69AR cells, CellTiter-Glo, 72 h; measured here: cytotoxicity without doxorubicin
MRP resist rev with doxorubicin: second read-out of MRP resist rev, no call of its own (marks repeat the call); viability, %; measured here: viability with 2 uM doxorubicin; stronger effect = lower value
NFkB transloc inh cell count 2 µM: further read-out of NFkB transloc inh, marked with its call; cell count; measured here: cells passing quality filter;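 raw number of nuclei counted in each imaged well without normalization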
IL1B NFkB pot cell count 2 µM: further read-out of IL1B NFkB pot, marked with its call; cell count; measured here: cells passing quality filter
* = called active by the depositor; x = no result given.

no.	compound	PLAP inhibition	Bcl-B TR3 displacers	IL1B NFkB pot	IL1B NFkB pot cell count 2 µM	NFkB transloc inh
1	O=C1c2ccccc2C2(c3ccc(Cl)cc3)NCCN12 (stereo not given)	16%	-8%	-4	179	4
2	Cc1ccc2c(c1)C1CN(C)CCC1N2S(=O)(=O)c1ccccc1 (stereo not given)	-57%	-4%	7	194	-7
3	O=C(Cn1cnc2sc3c(c2c1=O)CCCC3)NCCCC(=O)N1CCC2(CC1)OCCO2	-35%	-8%	1	153	-1
4	CCOC(=O)C1CN(C)CCC1=O (stereo not given)	2%	13%	4	186	-4
5	NCCc1ccc(O)cc1	-9%	1%	27	103	-27
6	Cn1c(C(=O)N2CCC(C(=O)N3CCC4(CC3)OCCO4)CC2)cc2sccc21	-39%	-6%	-11	47	11
7	CC(=NCc1ccc2c(c1)OCO2)c1c(O)[nH]c(=O)[nH]c1=O	11%	-12%	18	90	-15
8	CCCCn1c(N)c(C(=O)NCCN2CCOCC2)c2nc3ccccc3nc21	-126%	6%	2	158	-2
9	COc1ccc(C(=O)CC2(CC(=O)c3ccc(OC)cc3)C(=O)N(C)C(=O)N(C)C2=O)cc1	19%	5%	x	x	x
10	c1cncc(CNC2=NCCCCC2)c1	4%	-5%	9	159	-9
11	Cc1cc(OC(=O)CCNC(=O)OC(C)(C)C)c2c3c(c(=O)oc2c1)CCC3	4%	16%	-10	112	10
12	Cc1ccc(CN2CC3CC(C2)c2cccc(=O)n2C3)cc1 (stereo not given)	16%	-9%	17	72	-17

no.	NFkB transloc inh cell count 2 µM	MRP resist rev	MRP resist rev cytotoxicity	MRP resist rev with doxorubicin
1	179	16	93	78
2	194	10	90	80
3	153	6	97	91
4	186	24	108	83
5	103	4	97	93
6	47	2	79	77
7	90	-10	82	92
8	158	7	57	50
9	x	-3	93	96
10	159	-3	97	100
11	112	15	88	73
12	72	-7	80	87

From no. 9 up to 12, as listed above:
no.	compound	PLAP inhibition	Bcl-B TR3 displacers	IL1B NFkB pot	IL1B NFkB pot cell count 2 µM	NFkB transloc inh
9	COc1ccc(C(=O)CC2(CC(=O)c3ccc(OC)cc3)C(=O)N(C)C(=O)N(C)C2=O)cc1	19%	5%	x	x	x
10	c1cncc(CNC2=NCCCCC2)c1	4%	-5%	9	159	-9
11	Cc1cc(OC(=O)CCNC(=O)OC(C)(C)C)c2c3c(c(=O)oc2c1)CCC3	4%	16%	-10	112	10
12	Cc1ccc(CN2CC3CC(C2)c2cccc(=O)n2C3)cc1 (stereo not given)	16%	-9%	17	72	-17

no.	NFkB transloc inh cell count 2 µM	MRP resist rev	MRP resist rev cytotoxicity	MRP resist rev with doxorubicin
9	x	-3	93	96
10	159	-3	97	100
11	112	15	88	73
12	72	-7	80	87

(continued)
no.	compound	PLAP inhibition	Bcl-B TR3 displacers	IL1B NFkB pot	IL1B NFkB pot cell count 2 µM	NFkB transloc inh
13	O=c1c2ccccc2nc(-c2cccs2)n1-c1cnccn1	-4%	4%	-7	132	7
14	Clc1cnc(Oc2ccc(Oc3ncc(Cl)cc3Cl)cc2)c(Cl)c1	16%	6%	7	201	-7
15	CCCc1[nH]nc2c1C1(C(=O)N(Cc3ccccc3)c3ccccc31)C(C(=O)OC)=C(N)O2 (stereo not given)	-89%	5%	9	185	-9
16	O=C1NC(=O)C(CCc2ccncc2)(Cc2ccc3c(c2)OCO3)C(=O)N1CCc1ccccc1 (stereo not given)	-74%	0%	-3	122	3
17	CCOC(=O)C1=C(N)OC2=C(C(=O)CC(C)(C)C2)C12C(=O)Nc1ccccc12 (stereo not given)	-29%	-20%	-6	155	6
18	COc1ccccc1-n1c(O)c(C=NC2CC2)c(=O)[nH]c1=O	10%	-3%	7	149	-7
19	O=c1c2ccccc2nc(-c2ccoc2)n1-c1ccccc1Cl	33%	2%	14	50	-14
20	Cn1cccc1CNCCc1ccccc1F	9%	2%	-5	103	5
21	O=C(O)c1nonc1-c1nonc1C(=O)O	21%	-3%	17	128	-18
22	CC#CP(=O)(OCC)C(O)(c1ccccc1)C(F)(F)F (stereo not given)	21%	-5%	3	158	-3
23	CC(O)(CS(=O)(=O)c1ccccc1)C(=O)Nc1ccc(C(F)(F)F)cc1 (stereo not given)	-15%	3%	2	110	-2
24	Cc1ccc(Cn2nnnc2CN2CCC(n3nnc4cc(C)ccc43)CC2)cc1	-70%	-15%	x	x	x

no.	NFkB transloc inh cell count 2 µM	MRP resist rev	MRP resist rev cytotoxicity	MRP resist rev with doxorubicin
13	132	-2	93	96
14	201	15	77	62
15	185	-10	93	102
16	122	-15	42	57
17	155	x	x	x
18	149	-16	85	101
19	50	-16	34	50
20	103	11	99	88
21	128	-10	91	101
22	158	12	99	87
23	110	x	x	x
24	x	-51	27	78

Continued:
no.	compound	PLAP inhibition	Bcl-B TR3 displacers	IL1B NFkB pot	IL1B NFkB pot cell count 2 µM	NFkB transloc inh
25	CCOC(=O)N(C)c1ccc(C(O)(C(=O)OC)C(F)(F)F)cc1 (stereo not given)	x	x	-13	115	13
26	COc1ccc(CCNCc2ccc(OC)c(OC)c2OC)cc1	8%	5%	x	x	x
27	N[C@@H](Cc1c[nH]c2ccccc12)c1nnc(SCc2ccccc2F)o1	-7%	0%	-7	156	7
28	CP(C)(=O)CCC(=O)O	8%	0%	10	121	-10
29	CCC(C)C12CN3CCN(CC(C)(C3)C1=O)C2 (stereo not given)	10%	7%	23	137	-23
30	CN(C)CCN=Cc1c(O)n(CCC2=CCCCC2)c(=O)[nH]c1=O	-7%	-9%	9	157	-9
31	COc1cccc(CN2CCCCC2c2cccnc2)c1 (stereo not given)	1%	-4%	x	x	x
32	O=c1[nH]c(=O)n(Cc2ccccc2)c(O)c1C=NCCCn1ccnc1	-21%	-3%	x	x	x
33	C=CCOc1ccc(CC2C(=O)N(C)C(=O)N(C)C2=O)cc1	-46%	1%	16	170	-16
34	C=CCn1c(O)c(C(C)=NCCN2CCCCC2)c(=O)[nH]c1=O	2%	-1%	2	127	-2
35	CCCC(=O)NC(Oc1ccccc1Cl)C(Cl)(Cl)Cl (stereo not given)	4%	-18%	x	x	x
36	CC1CN(c2ccc([N+](=O)[O-])c3cccnc23)CC(C)N1 (stereo not given)	14%	-9%	3	101	-3

no.	NFkB transloc inh cell count 2 µM	MRP resist rev	MRP resist rev cytotoxicity	MRP resist rev with doxorubicin
25	115	5	103	99
26	x	14	90	75
27	156	-15	70	85
28	121	x	x	x
29	137	13	100	86
30	157	4	93	89
31	x	3	92	88
32	x	4	101	96
33	170	-5	82	86
34	127	-3	94	97
35	x	x	x	x
36	101	x	x	x

Following part
no.	compound	PLAP inhibition	Bcl-B TR3 displacers	IL1B NFkB pot	IL1B NFkB pot cell count 2 µM	NFkB transloc inh
37	COc1ccccc1N1C(=O)NC(=O)C2(Cc3cc(C)ccc3N(C)C2)C1=O (stereo not given)	-48%	12%	-1	122	1
38	CN(C)CC#CCOCCOCCC#N	-15%	-2%	12	130	-12
39	CC1(C)C(c2ccccc2)=NC(c2cccnc2)N1O (stereo not given)	7%	-3%	1	83	-1
40	CCC(=O)CC(c1ccc([N+](=O)[O-])cc1)c1c(O)c2ccccc2oc1=O (stereo not given)	-5%	-7%	-3	118	3
41	COc1cccc(OC)c1C(=O)Nc1nc(N)n(-c2ccccc2)n1	16%	1%	15	185	-14
42	CC(C(=O)Nc1ccc(Br)cc1C(=O)c1ccccc1)N1CCOCC1 (stereo not given)	-65%	-5%	-5	159	5
43	CCOC(=O)c1c(-c2ccc(OC)cc2)oc2ccc(OC(=O)N(C)C)cc12	-34%	-8%	5	127	-5
44	CCn1c(C)c(C(=O)O)c2cc(OC)ccc21	8%	-3%	9	168	-9
45	O=C(COc1ccc(S(=O)(=O)N2CCCCC2)cc1)N1CCN(Cc2ccccc2)CC1	-37%	-1%	-8	100	8
46	O=C(CF)NC(Nc1cccc2cccnc12)C(Cl)(Cl)Cl (stereo not given)	8%	3%	11	185	-11
47	OCCN(CC#CC(O)(c1ccccc1)C1CCCC1)CCO (stereo not given)	-6%	-2%	-11	150	11
48	Cn1c(O)c(C=NCc2cccs2)c(=O)n(C)c1=O	12%	-4%	x	x	x

no.	NFkB transloc inh cell count 2 µM	MRP resist rev	MRP resist rev cytotoxicity	MRP resist rev with doxorubicin
37	122	-13	93	106
38	130	1	98	97
39	83	10	94	83
40	118	x	x	x
41	185	3	92	89
42	159	1	89	88
43	127	-44	33	77
44	168	-14	81	95
45	100	-1	98	99
46	185	x	x	x
47	150	-8	78	86
48	x	6	99	93

Part of the list above, as tab-separated lines.
no.	SMILES	PLAP inhibition	Bcl-B TR3 displacers	IL1B NFkB pot	IL1B NFkB pot cell count 2 µM	NFkB transloc inh	NFkB transloc inh cell count 2 µM	MRP resist rev	MRP resist rev cytotoxicity	MRP resist rev with doxorubicin
5	NCCc1ccc(O)cc1	-9%	1%	27	103	-27	103	4	97	93
6	Cn1c(C(=O)N2CCC(C(=O)N3CCC4(CC3)OCCO4)CC2)cc2sccc21	-39%	-6%	-11	47	11	47	2	79	77
7	CC(=NCc1ccc2c(c1)OCO2)c1c(O)[nH]c(=O)[nH]c1=O	11%	-12%	18	90	-15	90	-10	82	92
8	CCCCn1c(N)c(C(=O)NCCN2CCOCC2)c2nc3ccccc3nc21	-126%	6%	2	158	-2	158	7	57	50
9	COc1ccc(C(=O)CC2(CC(=O)c3ccc(OC)cc3)C(=O)N(C)C(=O)N(C)C2=O)cc1	19%	5%	x	x	x	x	-3	93	96

The results go on.
no.	compound	PLAP inhibition	Bcl-B TR3 displacers	IL1B NFkB pot	IL1B NFkB pot cell count 2 µM	NFkB transloc inh
49	O=C(c1ccco1)c1cn(Cc2ccc(Cl)cc2)c2ccccc12	24%	-18%	7	227	-7
50	CCCCNc1ccncc1S(=O)(=O)NC(=O)NC(C)C	x	x	-5	159	5
51	O=c1[nH]c(=S)n(Cc2ccc(F)cc2)c(O)c1C=NCc1cccnc1	10%	-1%	9	170	-9
52	O=C1NC(=O)C2(Cc3ccccc3N3CCOCC32)C(=O)N1c1ccccc1 (stereo not given)	-24%	8%	10	170	-10
53	O=c1[nH]c(=O)n(-c2cccc(Cl)c2)c(O)c1C=NCCCN1CCOCC1	-3%	1%	-1	119	1
54	CCN(CC)c1ccc(N=Cc2c(O)n(CCC3=CCCCC3)c(=O)[nH]c2=O)cc1	-1%	-289%	1	135	-1
55	COc1ccc(OC)c(CC(=O)O)c1	-5%	3%	x	x	x
56	CC1(C)CC(=O)C(C=NCCN2CCN(C(=O)Cc3ccc(Cl)cc3)CC2)=C(O)C1	-58%	-3%	5	204	-6
57	CN(C)CCN=Cc1c(O)n(-c2cccc3ccccc23)c(=O)[nH]c1=O	6%	4%	11	151	-11
58	O=C1c2ccccc2C(=O)N1Cc1nc2ccccc2c(=O)n1-c1cccnc1	20%	-6%	3	138	-3
59	COCCOC(=O)C1=C(C)OC(N)=C(C(=O)OC)C12C(=O)Nc1ccccc12 (stereo not given)	-12%	15%	26	133	-26

no.	NFkB transloc inh cell count 2 µM	MRP resist rev	MRP resist rev cytotoxicity	MRP resist rev with doxorubicin
49	227	-49	11	60
50	159	-1	104	104
51	170	15	91	75
52	170	-46	19	65
53	119	16	103	87
54	135	-9	17	26
55	x	-3	92	95
56	204	x	x	x
57	151	x	x	x
58	138	5	99	94
59	133	-3	94	97

Record cards, as listed above. Screens in order: PLAP inhibition, Bcl-B TR3 displacers, IL1B NFkB pot, IL1B NFkB pot cell count 2 µM, NFkB transloc inh, NFkB transloc inh cell count 2 µM, MRP resist rev, MRP resist rev cytotoxicity, MRP resist rev with doxorubicin
`CP(C)(=O)CCC(=O)O` in the list: 8%, 0%, 10, 121, -10, 121, x, x, x
`CCCc1[nH]nc2c1C1(C(=O)N(Cc3ccccc3)c3ccccc31)C(C(=O)OC)=C(N)O2` (stereo not given) in the list: -89%, 5%, 9, 185, -9, 185, -10, 93, 102

A portion of the library, so the mix of outcomes need not match the whole.
